Assay outcomes deposited in PubChem by several laboratories.
CAL PDZ FP – inhibitors of human CAL PDZ peptide binding | Q9HD26 | purified CAL PDZ, TMR-peptide fluorescence polarization, 1 h | inhibition, % at 20 µM | hit rate 0.02% among 330,000 | AID 504414;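 active means highest replicate inhibition of at least 40%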;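 further: plate controls were DMSO neutral control wells for no effect and unlabeled competitor peptide control wells for full effect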
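System: purified tagged CAL PDZ domain construct (CerCALP). Schedule: 1 h incubation at room temperature before polarization reading. Medium: 25 mM sodium phosphate pH 7.4, 150 mM NaCl, TCEP, IgG, Thesit. Read-out: percent inhibition from loss of millipolarization. Measured by: FP readout, S and P plane fluorescence. Probe or stimulus: fluorescent TMR peptide probe.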
Rtt109 HAT inh – inhibitors of Candida albicans Rtt109/Vps75 histone acetyltransferase. Q5AAJ8. inhibition, % at 34.9 µM. AID 540336. purified Rtt109/Vps75, ThioGlo CoA-SH fluorescence, 4 h. hit rate 0.16% among 330,000;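 active means inhibition of at least 50% in every replicate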
Target sequence (Q5AAJ8 whole entry, looked up): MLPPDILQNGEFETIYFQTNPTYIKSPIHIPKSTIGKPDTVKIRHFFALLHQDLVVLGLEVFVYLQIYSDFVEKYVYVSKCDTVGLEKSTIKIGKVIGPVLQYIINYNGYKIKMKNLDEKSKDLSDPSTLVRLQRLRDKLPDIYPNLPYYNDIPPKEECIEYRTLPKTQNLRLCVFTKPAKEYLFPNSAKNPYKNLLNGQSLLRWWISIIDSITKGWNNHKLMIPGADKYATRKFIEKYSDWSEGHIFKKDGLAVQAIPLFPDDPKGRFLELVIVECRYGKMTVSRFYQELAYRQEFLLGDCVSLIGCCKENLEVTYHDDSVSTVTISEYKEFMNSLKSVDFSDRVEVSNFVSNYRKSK
Tat transport – blocks Tat-dependent protein export in E. coli; inhibition, % at 10 µM; E. coli MC4100 TorA-mCherry Tat export, fluorescence; AID 488895; hit rate 0.036% among 340,000;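 active means mean replicate inhibition at least 50% and at least half of replicates individually reaching 50%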;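 further: exported cargo escapes ClpAP degradation while cytoplasmic cargo is degraded and loses fluorescence; 0% = median of neutral control wells and 100% = median of NaSCN control wells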
PvdQ acylase – blocks Pseudomonas aeruginosa PvdQ acylase activity. inhibition, % at 10 µM. hit rate 0.063% among 340,000. purified PvdQ acylase, fluorescence plate reader. AID 488965; in the data active means inhibition above about 30%, passing the limit was not always enough;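 further: 0% = vehicle neutral wells and 100% = reference inhibitor wells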
DAGLB inh – blocks human DAGLB lipase activity; AID 504411; Q8NCG7; HEK293T DAGLB membrane lysate, EnzChek fluorogenic substrate; inhibition, % at 5.17 µM; hit rate 0.059% among 340,000; in the data active means inhibition above about 34%;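 further: 0% = enzyme with vehicle and 100% = wells lacking enzyme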
Target sequence (Q8NCG7 whole entry, looked up): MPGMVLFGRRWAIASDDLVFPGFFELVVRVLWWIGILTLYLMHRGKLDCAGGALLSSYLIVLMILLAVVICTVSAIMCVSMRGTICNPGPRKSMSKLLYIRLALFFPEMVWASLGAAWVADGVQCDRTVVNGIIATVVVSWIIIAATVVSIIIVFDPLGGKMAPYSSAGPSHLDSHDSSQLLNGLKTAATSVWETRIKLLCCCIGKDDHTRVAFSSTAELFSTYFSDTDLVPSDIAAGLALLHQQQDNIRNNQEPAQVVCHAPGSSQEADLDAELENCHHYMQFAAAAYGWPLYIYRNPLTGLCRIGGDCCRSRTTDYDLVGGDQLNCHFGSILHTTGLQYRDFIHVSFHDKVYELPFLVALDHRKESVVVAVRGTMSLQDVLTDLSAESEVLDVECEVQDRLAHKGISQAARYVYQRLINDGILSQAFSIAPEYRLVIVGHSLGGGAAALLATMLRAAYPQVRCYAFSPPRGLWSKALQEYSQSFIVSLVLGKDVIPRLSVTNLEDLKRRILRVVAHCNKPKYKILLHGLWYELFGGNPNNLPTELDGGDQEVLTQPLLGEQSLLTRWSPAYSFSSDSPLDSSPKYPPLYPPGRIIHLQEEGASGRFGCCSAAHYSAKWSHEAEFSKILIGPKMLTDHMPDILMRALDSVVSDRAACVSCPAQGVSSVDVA
Wnt bcat act – activates Wnt/beta-catenin signaling in a reporter cell assay. activator, plate reader. activation, % at 9.35 µM. hit rate 1.2% among 300,000; in the data active means activation above about 30%, passing the limit was not always enough;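 further: 0% = neutral control wells and 100% = positive control wells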
phage Ecoli inh – E. coli growth loss with phage present; growth absorbance; hit rate 0.26% among 360,000; AID 651602; inhibition, % at 11.9 µM; in the data active means inhibition above about 11%
PfHsp90 yeast 2 – inhibits growth of yeast expressing Plasmodium falciparum Hsp90; AID 504621; inhibition, % at 9.4 µM; hit rate 0.32% among 310,000; S. cerevisiae expressing PfHsp90, BacTiter-Glo ATP, 48 h; yeast lacking PDR1 and PDR3 efflux regulators;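 active means every replicate shows inhibition above about 80%, whatever the replicate mean, limit read from the data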;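 further: 0% = DMSO neutral controls and 100% = 20 µM radicicol positive controls; yeast relying on Plasmodium falciparum Hsp90 in place of its own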
AddAB inh – less growth of phage-infected E. coli with AddAB | E. coli expressing H. pylori AddAB, absorbance growth | inhibition, % at 11.9 µM | hit rate 0.29% among 330,000 | AID 435030; in the data active means inhibition above about 12%;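 further: 0% = vehicle wells of infected cells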
E coli growth – counter-screen for AddAB inhibitors: E. coli growth inhibition; E. coli V3065 growth, OD600 absorbance, 18 h; inhibition, % at 11.9 µM; hit rate 0.27% among 330,000; AID 449728;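 active means inhibition above the campaign's mean inhibition across all tested compounds plus 3 SD, cut at about 9.9% in these data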;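 further: uninfected addAB+ strain grown without phage in ampicillin broth; 0% = DMSO wells and 100% = ciprofloxacin 0.95 µg/ml wells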
Active calls of the source: *; . = not tested or not shown; & = joins results of further samples.

nr	SMILES	CAL PDZ FP	Rtt109 HAT inh	Tat transport	PvdQ acylase	DAGLB inh	Wnt bcat act	phage Ecoli inh	PfHsp90 yeast 2	AddAB inh	E coli growth
1	C[C@]12c3[nH]c4ccccc4c3CCN1C(=O)C(CC(=O)NCCC1=CCCCC1)C[C@@H]2C(=O)N1CCCCC1 (some centres not stated)	-1.4	5	0	-3	0	-1	5.8	-19	1.7	-0.5
2	CCN(CC)Cc1csc(C(N)=O)c1	-0.5	9	-4	-1	-1	-2	2.3	-1	0.1	-0.1
3	Cc1nn(CC(=O)Nc2ccc3c(c2)CCC3)c(C)c1[N+](=O)[O-]	-2.6	4	3	-16	-2	2	3.5	8	-1.1	-0.5
4	CC(C)(C)c1ccc(C(=O)N2CCCN(C(=O)c3ccc(C(C)(C)C)cc3)CC2)cc1	-2.6	6	26	-6	3	-2	3.6	23	1.1	0.0
5	CN(CC(=O)NCc1ccccc1F)S(=O)(=O)c1ccc(Cl)cc1	-0.5	-7	-6	3	-2	1	0.8	-3	-1.1	-1.3
6	CC(C)N(C(=O)Cn1c(-c2cccnc2)ccc(C#N)c1=O)C(C)C	-0.6	1	-7	-6	1	-1	2.0	-3	-0.2	1.8
7	Cc1nnc2n(-c3ccccc3)c(=O)c3c4c(sc3n12)COC(C(C)C)C4 (configuration not stated)	-0.4	2	0	-9	-1	.	1.4	-33	3.8	2.0
8	Cc1cc(=O)oc2cc(OCC(=O)c3ccccc3)ccc12	-0.8	-8	6	19	-2	2	-0.6	19	0.2	1.9
9	CCS(=O)(=O)N1Cc2ccccc2CC1C(=O)NC(C)C12CC3CC(CC(C3)C1)C2 (configuration not stated)	0.6	9	16	-9	-4	28&-2	1.9	-13	1.1	0.1
10	Cc1ccc(S(=O)(=O)NC(=O)N2CCCC(C)(C)C2)cc1	-0.2	1	2	-6	3	-1	1.3	28	1.2	-0.9
11	Cc1cnc(NC(=O)CSc2nc3ccccc3c(=O)[nH]2)s1	-2.6	4	-3	-7	-3	.	2.1	12	1.6	0.6
12	COc1ccccc1OCc1cc(-c2ccccc2)no1	-0.3	-1	2	-6	-7	.	4.8	-9	3.2	0.9
13	CC(C)Oc1ccc(Cc2c(O)nc(NCCCN(C)C)[nH]c2=O)cc1	-1.7	2	1	-14	-2	-4	4.5	-4	-0.8	2.5
14	O=C(COC(=O)c1ccccc1OCc1ccccc1Cl)NCC1CCCO1 (configuration not stated)	-2.4	2	1	-13	-2	11	0.0	-75	0.5	0.3
15	O=C(Oc1ccc(Br)cc1)c1cccnc1	0.1	-1	5	-7	-1	1	3.9	-5	2.4	-1.4
16	Nc1ccc2nc(-c3ccccn3)[nH]c2c1	0.2	-3	-6	-11	2	.	1.1	-4	2.0	-1.3
17	Cc1cc(NC(=O)CSCCc2ccncc2)no1	0.8	-1	6	-14	-1	-1	3.4	13	1.4	-1.5
18	CCOC(=O)c1cccc(NC(=O)CCOc2ccccc2)c1	-0.5	5	0	6	-7	0	5.3	-17	0.0	-0.5
19	O=[N+]([O-])c1cc(NS(=O)(=O)c2ccc(Cl)nc2)ccc1Cl	-1.0	2	-2	-8	5	1	5.1	18	-1.7	1.9
20	Cc1cccc(OCC(=O)Nc2cc(NC(=O)COc3cccc(C)c3)cc(C(=O)O)c2)c1	.	-3	2	-6	3	-1	0.9	-11	4.1	-1.6
21	NC(=O)CN(c1ccccc1)C1SC(=O)N(Cc2ccccc2)C1=O (configuration not stated)	-2.2	.	-1	-1	-2	.	0.4	0	2.0	1.6
22	CCCCn1c(SCC(=O)Nc2cccc(OC)c2)nc2ccc(N3CCOCC3)cc2c1=O	-3.0	-6	5	-16	0	-7	2.6	.	-2.8	-4.1
23	COc1ccc(NC(=O)c2cc(Cl)ccc2Cl)c([N+](=O)[O-])c1	-0.8	-13	-3	-12	-2	-4	3.6	6	0.4	-2.5
24	COc1ccc(C2CC(=O)Oc3c(C(CCN4CCCCC4)c4ccc(N(C)C)cc4)c(OC)cc(OC)c32)cc1 (configuration not stated)	-0.3	12	7	-13	4	-4	1.8	13	4.5	-1.9
25	CC(=O)c1ccc(N2CCN(CN3C(=O)CC4(CCCC4)C3=O)CC2)c(F)c1	0.4	3	-10	-4	-1	0	2.6	-8	-0.7	-0.7
26	CC1(C)C2CCC(C2)C1(C)NC(=O)CNCc1cccs1 (configuration not stated)	-1.1	4	-7	-22	-5	-2	2.6	15	-4.0	-2.6
27	N/C(=N\OC(=O)CCCOc1ccccc1)c1ccc(Br)cc1	-0.1	0	-3	-3	-29	.	2.3	2	0.3	2.1
28	Cc1ccccc1OCC(=O)OC1CCN(C)CC1	-0.3	0	7	18	1	.	0.8	-18	2.2	-0.9
29	COc1cccc(NC(=O)c2ccccc2-c2nc(-c3ccc(F)cc3)no2)c1	.	3	5	8	-8	12	.	-32	0.9	1.2
30	Cc1cc(C)cc(NC(=O)C[n+]2ccccc2)c1	-0.4	-3	6	0	1	-2	2.6	33	.	.

2 of these compounds, reformatted.
17. Cc1cc(NC(=O)CSCCc2ccncc2)no1
  CAL PDZ FP = 0.8; Rtt109 HAT inh = -1; Tat transport = 6; PvdQ acylase = -14; DAGLB inh = -1; Wnt bcat act = -1; phage Ecoli inh = 3.4; PfHsp90 yeast 2 = 13; AddAB inh = 1.4; E coli growth = -1.5

18. CCOC(=O)c1cccc(NC(=O)CCOc2ccccc2)c1
  CAL PDZ FP = -0.5; Rtt109 HAT inh = 5; Tat transport = 0; PvdQ acylase = 6; DAGLB inh = -7; Wnt bcat act = 0; phage Ecoli inh = 5.3; PfHsp90 yeast 2 = -17; AddAB inh = 0.0; E coli growth = -0.5

New compounds follow:
nr	SMILES	CAL PDZ FP	Rtt109 HAT inh	Tat transport	PvdQ acylase	DAGLB inh	Wnt bcat act	phage Ecoli inh	PfHsp90 yeast 2	AddAB inh	E coli growth
31	Cc1ccc(S(=O)(=O)N(C)C)cc1NC(=O)CSc1ncc(C(F)(F)F)cc1Cl	-1.7	-1	-2	-10	-1	-2	4.4	-2	0.0	-1.2
32	Nc1c(N2CCOCC2)cc(Cl)c2nonc12	-1.1	1	4	-7	6	.	3.1	.	0.7	-0.6
33	Cc1ccc(C(=O)C2=C(O)C(=O)N(CCCN(C)C)C23C(=O)N(C)c2ccccc23)o1 (configuration not stated)	-2.6	-9	2	-7	-1	.	0.5	-19	1.3	-1.3
34	CN(C)/C=C/C(=O)c1ncc(C(F)(F)F)cc1Cl	-1.2	8	-1	10	0	-1	0.0	14	-0.5	-0.8
35	Cc1ccc(CNC(=O)C2CCCN2S(=O)(=O)c2ccc(F)cc2)cc1 (configuration not stated)	-0.8	11	-3	1	0	0	-1.2	5	2.1	-3.4
36	O=C1C=C(c2cccc(Cl)c2O)C[C@@H](c2ccc3c(c2)OCO3)C1	-2.6	-6	2	-8	-1	-1	2.2	-139	2.0	0.0
37	Cc1ccc(NC(=O)C(=O)NCc2ccc(/C=N/NC(=O)c3c(C)nc4cc(C)ccn34)o2)cc1	.	.	.	.	.	4	1.7	.	-1.0	-0.5
38	NNC(=S)NC1CCCCC1	0.5	-2	0	-7	-3	-1	4.4	1	-2.0	-1.9
39	Cc1ccc(OCC(=O)N(C)C2CCCCC2)c([N+](=O)[O-])n1	1.2	7	12	-8	1	-3	3.0	-2	-0.3	0.2
40	CCCCc1ncc(CN2CCC(CC3CCCCO3)(C(=O)OCC)CC2)[nH]1 (configuration not stated)	-0.1	0	-5	-13	0	0	3.4	3	2.8	2.4
41	CCc1noc(C)c1C(=O)Nc1ccc(-c2nnc3n2CCCCC3)cc1	-0.1	3	-5	2	-3	-2	6.7	-5	0.8	1.9
42	CC(=O)Nc1ccc(OCC(O)CN2CCN(c3ccc(F)cc3)CC2)cc1 (configuration not stated)	-0.7	12	-18	12	-1	1	0.6	-13	-0.8	-1.9
43	COc1ccc(C(C)(C)C)cc1NC(=O)CCCN1C(=O)NC(C)(C)C1=O	-0.2	-12	-2	-4	1	0	1.1	7	1.3	0.2
44	CCCC(NS(=O)(=O)c1ccc(Br)cc1)C(=O)O (configuration not stated)	-0.4	5	-1	-5	2	.	1.6	10	-1.6	2.2
45	O=C(COC(=O)c1ccc(F)cc1Cl)NC(=O)NC1CCCC1	-0.2	-1	-2	-5	1	-5	0.1	-3	0.2	-1.5
46	CCOC(=O)CN(C)C(=O)CCc1nnc(-c2ccsc2)o1	-0.8	-1	7	-11	-2	-1	5.9	-11	3.2	-0.2
47	c1nc(N2CCOCC2)c2c3c(sc2n1)CCCC3	-0.3	3	-8	6	-1	0	0.2	.	4.9	-0.8
48	O=C(O)C1CC=CCC1C(=O)NCCCCc1ccccc1 (configuration not stated)	-1.1	-6	-2	-10	0	1	3.6	-6	-0.5	0.5
49	Nc1c(C(=O)NCc2ccccc2)nnn1Cc1cccc(Cl)c1	0.3	-2	-1	-11	3	-3	3.3	5	0.6	0.5
50	O=[N+]([O-])c1ccc(-n2nnnc2-c2ccccc2)c([N+](=O)[O-])c1	-0.3	-3	-14	-2	-24	-10	4.7	6	1.8	5.0
51	O=C(NC(CC1CCCCC1)C(=O)O)c1ccccc1 (configuration not stated)	-0.2	-4	1	-3	-8	0	1.4	7	2.3	1.1
52	NC(N)=NC(=O)c1nc(Cl)c(N2CCCCCC2)nc1N	-3.2	27	-6	2	5	21	2.9	4	-0.8	0.0
53	O=C(O)c1cc(O)ccc1-c1ccc(O)cc1	-0.8	-28	-2	-6	-1	-3	0.8	14	1.7	-1.6
54	CCNC(=S)N/N=C/c1sc(N2CCCCC2)nc1-c1cccs1	2.0	-16	-5	-2	1	6	2.8	-1	1.6	0.9
55	CCCCn1nc2cc(C(=O)NCc3ccc(OC)cc3)ccc2c1OCC	-0.5	-8	-1	-13	-2	-5	1.7	-5	1.1	-0.3
56	CC(CNC(=O)C1CCCN(S(=O)(=O)N2CCOCC2)C1)c1ccccc1 (configuration not stated)	-2.1	3	-3	8	-1	3	0.0	4	1.7	0.9
57	Cc1ccc([N+](=O)[O-])cc1Nc1nc(N2CCCC2)nc(N2CCCC2)n1	1.3	1	-1	-21	-2	-2	2.4	29	4.4	1.2
58	Cc1ccccc1-n1nc2c(c1NC(=O)CC(C)C)CS(=O)C2 (configuration not stated)	-0.6	8	-5	-13	-1	-2	1.2	12	3.0	1.7

Fetched by structure from the entries so far:
nr	SMILES	CAL PDZ FP	Rtt109 HAT inh	Tat transport	PvdQ acylase	DAGLB inh	Wnt bcat act	phage Ecoli inh	PfHsp90 yeast 2	AddAB inh	E coli growth
48	O=C(O)C1CC=CCC1C(=O)NCCCCc1ccccc1 (configuration not stated)	-1.1	-6	-2	-10	0	1	3.6	-6	-0.5	0.5
55	CCCCn1nc2cc(C(=O)NCc3ccc(OC)cc3)ccc2c1OCC	-0.5	-8	-1	-13	-2	-5	1.7	-5	1.1	-0.3
36	O=C1C=C(c2cccc(Cl)c2O)C[C@@H](c2ccc3c(c2)OCO3)C1	-2.6	-6	2	-8	-1	-1	2.2	-139	2.0	0.0

Rewritten with values under each structure: part of the list above
Under each structure: CAL PDZ FP | Rtt109 HAT inh | Tat transport | PvdQ acylase | DAGLB inh | Wnt bcat act | phage Ecoli inh | PfHsp90 yeast 2 | AddAB inh | E coli growth
(34) CN(C)/C=C/C(=O)c1ncc(C(F)(F)F)cc1Cl
    -1.2 | 8 | -1 | 10 | 0 | -1 | 0.0 | 14 | -0.5 | -0.8
(39) Cc1ccc(OCC(=O)N(C)C2CCCCC2)c([N+](=O)[O-])n1
    1.2 | 7 | 12 | -8 | 1 | -3 | 3.0 | -2 | -0.3 | 0.2
